From PubChem BioAssay
HCV core dimer = inhibitors of HCV core protein dimerization, primary screen, biochemical, TR-FRET, high-throughput | TR-FRET GST/Flag-core106 dimerization, 1536-well | inhibition, % at 5 µM | 300,000 compounds, 0.33% hits;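 active = inhibition above the mean of all tested compounds plus 3 SD, set per screening campaign, cut at about 45% in these data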
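Assay system: tagged HCV core106 pair (GST and Flag); medium: KF-containing HEPES buffer, pH 7.45, DTT, CHAPS, BSA; also added: Eu donor and XL665 acceptor anti-tag antibodies; dosing: 5 µM single dose; timing: compound-protein-antibody incubation 4 h at 22.5 °C; signal: TR-FRET 671 and 617 nm emission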
ZTA DNA inh = blocks Epstein-Barr virus ZTA, an EBNA-1 counter-screen; ZTA-DNA binding, fluorescence polarization; inhibition, % at 11 µM; 320,000 compounds, 0.15% hits; AID 2234; in the data active = inhibition above about 33%
EBNA-1 inhibitor = EBNA-1 DNA-binding inhibitors, primary screen, biochemical, fluorescence polarization; 300,000 compounds, 0.34% hits; inhibition, % at 14.8 µM; in the data active = inhibition above about 28%
Efflux pump mplx = inhibitors of Candida efflux pumps in yeast, primary screen, S. cerevisiae, Nile Red, multiplex. S. cerevisiae Candida pump triplex. inhibition, % at 10 µM. 330,000 compounds, 0.44% hits. AID 485275, 2010;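 active = plate passing quality check with inhibition over a set limit, or well fluorescence over plate mean plus 4 SD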;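 also: Nile Red retained in pooled yeast measured as flow cytometry median fluorescence; 0% = buffer negative control and 100% = Enniatin B positive control; higher means more Nile Red kept so more efflux inhibition; some compounds called inactive have numbers as strong as hits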
PREPL inh = PREPL enzyme inhibitors, primary screen, biochemical, fluorescence polarization; Prolyl endopeptidase-like (Homo sapiens), Q4J6C6; recombinant PREPL, fluorescence polarization activity-based probe; inhibition, % at 5.96 µM; 320,000 compounds, 0.68% hits; in the data active = inhibition above about 43%;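 also: 0% = enzyme with DMSO and 100% = wells lacking enzyme; many of its hits are not listed in these tables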
Target sequence (Q4J6C6 whole entry, looked up): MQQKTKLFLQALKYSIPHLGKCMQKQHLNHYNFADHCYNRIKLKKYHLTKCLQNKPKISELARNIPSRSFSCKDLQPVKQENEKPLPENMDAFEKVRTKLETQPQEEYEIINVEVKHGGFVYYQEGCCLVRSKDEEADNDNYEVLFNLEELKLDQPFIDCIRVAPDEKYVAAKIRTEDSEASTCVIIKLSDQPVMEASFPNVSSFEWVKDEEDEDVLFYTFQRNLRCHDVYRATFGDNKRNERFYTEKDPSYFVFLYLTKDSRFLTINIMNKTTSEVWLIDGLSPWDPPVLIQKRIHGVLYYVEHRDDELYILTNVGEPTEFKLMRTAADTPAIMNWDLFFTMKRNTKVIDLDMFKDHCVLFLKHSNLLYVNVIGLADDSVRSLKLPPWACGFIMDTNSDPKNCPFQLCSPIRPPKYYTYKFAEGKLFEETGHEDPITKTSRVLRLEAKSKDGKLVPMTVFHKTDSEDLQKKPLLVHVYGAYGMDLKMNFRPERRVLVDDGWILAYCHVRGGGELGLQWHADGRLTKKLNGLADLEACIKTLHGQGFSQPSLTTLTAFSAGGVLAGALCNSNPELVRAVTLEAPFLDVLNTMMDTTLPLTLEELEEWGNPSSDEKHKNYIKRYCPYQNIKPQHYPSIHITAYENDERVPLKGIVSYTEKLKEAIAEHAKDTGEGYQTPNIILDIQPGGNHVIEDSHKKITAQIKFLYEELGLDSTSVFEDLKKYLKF
PP5 primary = PP5 phosphatase inhibitors, primary screen, biochemical, fluorescence. inhibition, % at 6.7 µM. Serine/threonine-protein phosphatase 5 (Homo sapiens), P53041. 320,000 compounds, 0.18% hits. purified PP5c, OMFP substrate fluorescence;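 active = inhibition above the campaign's mean inhibition across all tested compounds plus 3 SD, cut at about 9.5% in these data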;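 also: 0% = DMSO only and 100% = 100 µM cantharidin control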
Fh CTSL1 inh = Fasciola hepatica cathepsin L1 inhibitors, primary screen, counter-screen for PFM18AAP inhibitor project, biochemical, QFRET, fluorogenic peptide substrate. recombinant F. hepatica cathepsin L1, Z-Leu-Arg-MCA fluorescence. inhibition, % at 5.96 µM. 300,000 compounds, 0.49% hits. AID 1906, 2009;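 active = inhibition above the mean of all tested compounds plus 3 SD, set per screening campaign, cut at about 17% in these data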;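 also: 0% = plate median of test compound wells and 100% = 1 µM Z-Phe-Ala-diazomethylketone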
TPT1 inh = Candida albicans TPT1 enzyme inhibitors, primary screen, biochemical, fluorescence polarization | tRNA 2'-phosphotransferase TPT1 (Candida albicans SC5314) | recombinant caTPT1, FP RNA substrate dephosphorylation | inhibition, % at 5 µM | 300,000 compounds, 0.81% hits | AID 1962, 2009;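 active = inhibition above the mean of all tested compounds plus 3 SD, set per screening campaign, cut at about 24% in these data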;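 also: plate controls were DMSO alone for no effect and ferristatin control at 100 nM for full effect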
PP1 counter = PP1-alpha phosphatase inhibitors, primary screen, counter-screen for PP5 inhibitor project, biochemical, fluorescence, OMFP substrate, single point | Serine/threonine-protein phosphatase PP1-alpha catalytic subunit (Homo sapiens), P62136 | purified PP1alpha | inhibition, % at 6.7 µM | 320,000 compounds, 0.9% hits | AID 2235, 2010;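 active = inhibition above the mean inhibition of all tested compounds plus 3 SD, computed separately for each screening campaign, cut at about 15% in these data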
The depositor's hits bear a star; nt = no result given. Some of the compounds tested; the hit share may differ from the screen's.

Field names: A = HCV core dimer; B = ZTA DNA inh; C = EBNA-1 inhibitor; D = Efflux pump mplx; E = PREPL inh; F = PP5 primary; G = Fh CTSL1 inh; H = TPT1 inh; I = PP1 counter
CCCCn1c(N)c(N(CCOC)C(=O)c2cc(S(=O)(=O)N3CCOCC3)ccc2F)c(=O)[nH]c1=O
  A: -6	B: -17	C: 4	D: -0.1	E: 13	F: 0.8	G: -2	H: 0	I: -6
Cc1nnc(NC(=O)c2ccc(S(=O)(=O)N(C)Cc3ccccc3)cc2)o1
  A: 0	B: -4	C: -11	D: 0.0	E: 1	F: 5.8	G: -1	H: 2	I: 38*
CC1=NN(c2ccc(C)c(C)c2)C(=O)C1C(c1cccc(O)c1)C1C(=O)N(c2ccc(C)c(C)c2)N=C1C (centres undefined)
  A: 15	B: 9	C: -29	D: 0.1	E: 37	F: 6.5	G: -10	H: -6	I: 0
CC1CN(c2ccc(NC(=S)Nc3ccc(N4CC(C)OC(C)C4)cc3)cc2)CC(C)O1 (centres undefined)
  A: 0	B: 9	C: -3	D: 0.2	E: 8	F: 1.3	G: -3	H: 0	I: -4
O=C(/C=C/c1cccc(F)c1)NC1CCN(Cc2ccccc2)CC1
  A: 5	B: 3	C: 4	D: 0.0	E: -2	F: -0.5	G: 2	H: 0	I: 0
CCCN1C(=O)c2ccc(C(=O)Nc3nccs3)cc2C1=O
  A: 0	B: 1	C: -2	D: 0.0	E: 6	F: 0.2	G: 5	H: 0	I: -1
Cc1cc(C(=O)C(=O)N(C)C)c(C)n1-c1ccc([N+](=O)[O-])cc1
  A: -4	B: -20	C: 3	D: -0.2	E: 19	F: 6.3	G: -4	H: -1	I: 2
COc1ccc(-n2nc(C(=O)NCC(=O)NCCc3ccc(OC)c(OC)c3)c3ccccc3c2=O)cc1
  A: 2	B: 10	C: 1	D: -0.2	E: -2	F: 1.9	G: -1	H: 1	I: -3
CC1=C(C#N)C(c2cccnc2)C2=C(N1)c1ccccc1C2=O (centres undefined)
  A: -21	B: -13	C: -11	D: -0.1	E: 5	F: -8.2	G: 4	H: -3	I: -11
O=C(N/C(=C/c1ccc(Br)cc1)C(=O)N1CCOCC1)c1ccc(Br)o1
  A: 7	B: 10	C: -1	D: -0.1	E: -1	F: -0.8	G: -1	H: -2	I: -3
O=C(NCC(=O)N(Cc1cccs1)C(C(=O)NC1CCCCC1)c1ccco1)c1ccco1 (centres undefined)
  A: 9	B: 10	C: 8	D: 0.0	E: 6	F: 0.7	G: 6	H: 1	I: 0
CCOc1ccc(NCc2cccn2-c2nnc(N3CCC(C(=O)NCCCN4C(C)CCCC4C)CC3)s2)cc1 (centres undefined)
  A: -9	B: 10	C: -12	D: 0.0	E: 33	F: -0.2	G: -4	H: 0	I: -4
CN(C)c1nn(C(=O)Nc2ccc(Cl)cc2Cl)cc1-c1ccccc1
  A: 3	B: -10	C: 8	D: 0.1	E: 2	F: -1.0	G: -1	H: 0	I: -1
C/C(=N\NC(=S)NCC(C)(C)C)c1cc(F)cc(F)c1O
  A: 1	B: 21	C: -2	D: -0.1	E: -2	F: 1.4	G: -3	H: -3	I: -8
CCCCOc1ccc(-c2c(C#N)c(N)[nH]c(=S)c2C#N)cc1
  A: 31	B: -1	C: 6	D: 0.1	E: 7	F: 5.2	G: 6	H: -3	I: 3
CC(=O)N1CCc2c(sc(NC(=O)CCS(=O)(=O)c3ccccc3)c2C#N)C1
  A: 6	B: 14	C: 5	D: -0.3	E: -2	F: 0.6	G: -3	H: -2	I: -1
CCn1cc(/C=C(\NC(=O)c2ccc(OC)cc2)C(=O)N2CCOCC2)c2ccccc21
  A: 2	B: -9	C: -8	D: 0.1	E: 13	F: 3.0	G: 9	H: 1	I: 0
CCc1ccc(NC(=S)N(CCOC)C2CCN(C(C)=O)CC2)cc1
  A: -3	B: -20	C: -14	D: 1.1	E: -1	F: 2.2	G: 2	H: 2	I: 0
COC(c1ccccc1)c1nnc(CCC(=O)N2CCCCCCC2)o1 (centres undefined)
  A: 0	B: -4	C: -12	D: 0.0	E: 4	F: -3.8	G: -1	H: 0	I: -5
CC1CCN(C(=O)CCc2ccc(S(=O)(=O)NC(C)(C)C)cc2)CC1
  A: -8	B: 7	C: 9	D: 0.0	E: 0	F: -1.8	G: -1	H: 2	I: -4
NC(=O)c1ccc(NC(=O)CSc2nnc(-c3ccc4c(c3)OCO4)o2)cc1
  A: nt	B: 35*	C: nt	D: 0.1	E: 0	F: 0.8	G: nt	H: nt	I: -1
Cc1cc(=O)[nH]c(SCc2nc3ccc([N+](=O)[O-])cc3[nH]2)n1
  A: -5	B: -13	C: 6	D: 0.0	E: 3	F: 2.4	G: -4	H: -3	I: -3
COc1ccc(C(=O)O/N=C/c2c(C(F)(F)F)nn(C)c2SCc2ccccc2Cl)cc1
  A: 2	B: 18	C: 10	D: -0.1	E: 0	F: 1.0	G: 0	H: 1	I: -6
CCOc1ccc(-n2c(SCc3ccc([N+](=O)[O-])cc3)nnc2-c2ccccc2)cc1
  A: 18	B: 13	C: -4	D: 1.9	E: -4	F: 0.3	G: -3	H: 1	I: 2
CCc1ccc(Nc2ncc3c(n2)CC(C)(C)CC3=O)cc1
  A: 2	B: -20	C: -21	D: 0.4	E: 11	F: 4.7	G: 1	H: -2	I: 1
CC(=O)c1cccc(NC(=O)CSc2ccc(-c3ccco3)nn2)c1
  A: 10	B: 1	C: 5	D: 0.0	E: -4	F: 1.8	G: 4	H: -1	I: -2
COC(=O)C1=C(C)N(Cc2ccco2)C(=O)N[C@@H]1c1ccco1
  A: 6	B: -5	C: 0	D: 0.0	E: -10	F: 1.1	G: 1	H: -1	I: -1
CC(=O)NS(=O)(=O)c1ccc(NC(=O)c2cc(-c3ccc(C)c(C)c3)nc3ccccc23)cc1
  A: 44	B: -5	C: 8	D: -0.3	E: -6	F: 1.4	G: 0	H: 0	I: 5

Profiles as entered above. Order of values: HCV core dimer, ZTA DNA inh, EBNA-1 inhibitor, Efflux pump mplx, PREPL inh, PP5 primary, Fh CTSL1 inh, TPT1 inh, PP1 counter
`NC(=O)c1ccc(NC(=O)CSc2nnc(-c3ccc4c(c3)OCO4)o2)cc1` as listed: nt, 35*, nt, 0.1, 0, 0.8, nt, nt, -1
`O=C(N/C(=C/c1ccc(Br)cc1)C(=O)N1CCOCC1)c1ccc(Br)o1` as listed: 7, 10, -1, -0.1, -1, -0.8, -1, -2, -3

As entered above:
Value for `C/C(=N\NC(=S)NCC(C)(C)C)c1cc(F)cc(F)c1O` in ZTA DNA inh: 21
Value for `COC(c1ccccc1)c1nnc(CCC(=O)N2CCCCCCC2)o1` (centres undefined) in HCV core dimer: 0
Value for `O=C(/C=C/c1cccc(F)c1)NC1CCN(Cc2ccccc2)CC1` in ZTA DNA inh: 3

Molecules above containing a Cl atom:
Field names: A = HCV core dimer; B = ZTA DNA inh; C = EBNA-1 inhibitor; D = Efflux pump mplx; E = PREPL inh; F = PP5 primary; G = Fh CTSL1 inh; H = TPT1 inh; I = PP1 counter
CN(C)c1nn(C(=O)Nc2ccc(Cl)cc2Cl)cc1-c1ccccc1
  A: 3	B: -10	C: 8	D: 0.1	E: 2	F: -1.0	G: -1	H: 0	I: -1
COc1ccc(C(=O)O/N=C/c2c(C(F)(F)F)nn(C)c2SCc2ccccc2Cl)cc1
  A: 2	B: 18	C: 10	D: -0.1	E: 0	F: 1.0	G: 0	H: 1	I: -6
